SRC2 inh = inhibition of GAL4-SRC2 driven luciferase reporter, primary screen, SRC2 inhibitor project, cell-based, luminescence; Nuclear receptor coactivator 2 (Homo sapiens), Q15596; HEK293 GAL4-SRC2 luciferase reporter; inhibition, % at 9 µM; actives 0.17% (n = 370,000); AID 651957, 2012;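 active = inhibition above the mean inhibition of all tested compounds plus 3 SD, set per campaign, cut at about 52% in these data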;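 note: 0% = DMSO treated cells and 100% = cells given Gossypol at 36 µM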
Target sequence (Q15596 whole entry, looked up, the tested form may be a part): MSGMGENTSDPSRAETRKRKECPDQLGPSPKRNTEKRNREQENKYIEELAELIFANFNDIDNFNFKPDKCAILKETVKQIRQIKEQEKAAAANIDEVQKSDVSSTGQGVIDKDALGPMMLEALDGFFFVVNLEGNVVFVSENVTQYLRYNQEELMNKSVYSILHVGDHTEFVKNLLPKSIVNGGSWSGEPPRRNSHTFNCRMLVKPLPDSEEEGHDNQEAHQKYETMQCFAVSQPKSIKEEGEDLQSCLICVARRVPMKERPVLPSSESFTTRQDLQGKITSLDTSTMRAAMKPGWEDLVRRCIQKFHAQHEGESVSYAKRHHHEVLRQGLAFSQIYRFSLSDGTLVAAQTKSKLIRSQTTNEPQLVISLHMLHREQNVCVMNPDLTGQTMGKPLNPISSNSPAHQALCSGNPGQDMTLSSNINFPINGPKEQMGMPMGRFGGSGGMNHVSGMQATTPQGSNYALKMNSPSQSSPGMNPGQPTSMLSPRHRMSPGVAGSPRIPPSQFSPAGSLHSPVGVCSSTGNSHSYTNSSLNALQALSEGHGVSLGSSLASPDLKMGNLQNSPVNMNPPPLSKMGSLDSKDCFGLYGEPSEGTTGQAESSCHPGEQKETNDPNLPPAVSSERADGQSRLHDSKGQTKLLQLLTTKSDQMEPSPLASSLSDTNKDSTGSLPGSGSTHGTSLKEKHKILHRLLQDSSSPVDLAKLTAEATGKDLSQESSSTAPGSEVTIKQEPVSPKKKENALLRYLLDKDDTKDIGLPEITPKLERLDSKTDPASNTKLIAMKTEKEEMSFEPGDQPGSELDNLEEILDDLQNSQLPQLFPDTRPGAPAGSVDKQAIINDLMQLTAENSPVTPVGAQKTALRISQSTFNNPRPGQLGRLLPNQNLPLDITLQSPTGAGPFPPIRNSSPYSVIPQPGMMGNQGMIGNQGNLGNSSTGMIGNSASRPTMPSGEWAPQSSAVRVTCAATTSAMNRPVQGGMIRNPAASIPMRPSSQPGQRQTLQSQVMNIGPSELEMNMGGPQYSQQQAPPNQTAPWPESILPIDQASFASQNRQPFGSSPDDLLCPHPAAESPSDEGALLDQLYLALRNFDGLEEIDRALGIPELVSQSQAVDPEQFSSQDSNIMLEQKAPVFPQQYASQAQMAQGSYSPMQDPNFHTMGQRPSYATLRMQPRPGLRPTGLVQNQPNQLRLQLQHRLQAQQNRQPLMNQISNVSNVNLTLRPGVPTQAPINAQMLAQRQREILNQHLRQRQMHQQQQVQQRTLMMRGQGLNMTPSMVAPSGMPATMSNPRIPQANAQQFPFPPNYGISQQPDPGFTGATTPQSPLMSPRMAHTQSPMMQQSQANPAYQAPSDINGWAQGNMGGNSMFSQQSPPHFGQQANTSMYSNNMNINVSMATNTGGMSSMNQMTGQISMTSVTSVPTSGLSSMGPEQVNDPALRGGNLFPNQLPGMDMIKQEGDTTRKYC
ABHD5-PLIN5 inh = ABHD5-PLIN5 interaction inhibitors, primary screen, cell lysate, split luciferase complementation, luminescence | inhibition, % at 4 µM | actives 0.78% (n = 360,000) | Split G. princeps luciferase complementation, 4 h | AID 602281, 2012;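 active = inhibition above the mean inhibition across every tested compound plus 3 SD, cut at about 22% in these data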;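 note: 0% = DMSO only wells and the 100% control is not disclosed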
NCOA3 inh = SRC3 coactivator transcriptional activity inhibitors, primary screen, cell-based, luminescence; actives 0.17% (n = 360,000); Nuclear receptor coactivator 3 (Homo sapiens), Q9Y6Q9; HEK293 GAL4-SRC3 luciferase reporter; inhibition, % at 3.6 µM;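 active = inhibition above a per-campaign cutoff, the mean of all compounds plus 3 SD, cut at about 60% in these data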;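 note: 0% = DMSO-treated cells and 100% = gossypol-treated cells at 36 µM; higher means less SRC3-driven luciferase light from the GAL4 reporter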
Exocytosis inh = LAMP-1 surface exposure blockers, TALL-104 cells – cell-based, flow cytometry, MLPCN library, primary screen; TALL-104 LAMP-1 surface exposure; cells stimulated with thapsigargin and PMA; inhibition, % at 10 µM; actives 0.66% (n = 360,000); AID 651702, 2012;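 active = inhibition above about 55%, limit read from the data; inconclusive = no clear call, values can overlap the other calls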
NOD2-RIPK2 inh = NOD2-RIPK2 binding disruptors in cells, primary screen, fluorescence, CHO cells, BLA complementation. Receptor-interacting serine/threonine-protein kinase 2 (Homo sapiens), O43353. CCF4 ratio. inhibition, % at 4.98 µM. actives 0.38% (n = 360,000). AID 624267, 2012; in the data active = inhibition above about 21%;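 note: 0% = vehicle only and 100% = reference blocker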
SRC1 inh = SRC1 coactivator transcriptional activity inhibitors, primary screen, cell-based, luminescence. HEK293 GAL4-SRC1 luciferase reporter. inhibition, % at 3.6 µM. Nuclear receptor coactivator 1 (Homo sapiens), Q15788. actives 0.12% (n = 360,000);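 active = inhibition above the campaign mean plus 3 SD, with each screening campaign given its own cutoff, cut at about 60% in these data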;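 note: 0% = DMSO treated cells and 100% = gossypol at 36 µM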
TLR9-MyD88 inh = inhibitors of TLR9-MyD88 association in cells, primary screen, cell-based, CHO, BLA complementation, fluorescence; Toll-like receptor 9 (Homo sapiens) + Myeloid differentiation primary response protein …; CCF4 FRET ratio; inhibition, % at 4.98 µM; actives 0.21% (n = 340,000); AID 504734, 2011;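 active = inhibition above the mean over all tested compounds plus 3 SD, cut at about 21% in these data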;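 note: 0% = DMSO only wells and 100% = clavulanate BLA inhibitor control wells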
TROY NFkB inh = inhibitors of TROY-driven NF-kB signaling, primary screen, Q293 LMP1-TROYcd cells, NF-kB luciferase, uHTS | AID 1347056, 2019 | inhibition, % at 10 µM | Q293 LMP1-TROYcd NF-kB luciferase reporter, 4 h | actives 0.98% (n = 360,000);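 active = compounds whose plate-normalised and pattern-corrected inhibition of the luciferase reporter signal at the single screening dose is 50% or more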
NR2F2 inh = NR2F2 transcriptional activity inhibitors, primary screen, cell-based, luciferase reporter, HEK293T, luminescence; HEK293T NGFI-A luciferase reporter; AID 686940, 2013; COUP transcription factor 2 (Homo sapiens), P24468; inhibition, % at 8.6 µM; actives 0.7% (n = 370,000);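 active = inhibition above a per-plate cutoff, mean inhibition of test wells between control levels plus 3 SD, cut at about 38% in these data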;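 note: cells cotransfected with COUP-TFII expression vector driving the NGFI-A reporter; 0% = median of COUP-TF2 test wells and 100% = reporter-only cells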
NR5A2 inv ag = LRH-1 (NR5A2) inverse agonists, primary screen, cell-based, luminescence, HEK293T, StAR-luciferase reporter; AID 602396, 2012; inhibition, % at 3.6 µM; LRH-1 transfected, 24 h; actives 0.13% (n = 360,000);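 active = inhibition above the mean inhibition of all tested compounds plus 3 SD, cut at about 73% in these data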;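 note: 0% = DMSO wells and 100% = reporter-only cells lacking LRH-1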
TWEAK-Fn14 inh = inhibitors of TWEAK-Fn14 signaling, primary screen, luciferase reporter cells, uHTS; TWEAK-stimulated Fn14 reporter cells, luciferase luminescence, 8 h; inhibition, % at 10 µM; actives 2% (n = 360,000); AID 1159606, 2016; in the data active = inhibition above about 50%
An asterisk follows results filed as active; ? = inconclusive; / = not tested or not shown. Only part of the results is shown (hit frequency here may not be typical).

SMILES	SRC2 inh	ABHD5-PLIN5 inh	NCOA3 inh	Exocytosis inh	NOD2-RIPK2 inh	SRC1 inh	TLR9-MyD88 inh	TROY NFkB inh	NR2F2 inh	NR5A2 inv ag	TWEAK-Fn14 inh
Cc1cccc(C(=O)Nc2ccc3c(c2)ncn3C)c1	-57.4	-3.4	-78.1	-9.1	-1.8	-132.6	0.2	-24.6	-22.8	-185.5	16.6
COC(=O)N1[C@H](Cc2ccccc2)C=C[C@]1(C)C(=O)NCc1ccccn1	/	-0.6	-6.3	-5.9	-15.1	5.6	-2.8	12.1	/	-42.0	0.7
Cc1ccc2sc(C)[n+](CCCS(=O)(=O)[O-])c2c1	-30.6	3.2	0.5	2.5	-6.1	11.7	8.3	-0.6	12.5	-9.0	-14.6
Cc1ccc(NC(=O)CS(=O)CC(=O)N(C2CCCC2)C(C)C(=O)NC2CCCCC2)cc1 (stereo not given)	-13.1	1.7	4.1	-2.1	-8.9	-1.4	-3.9	-5.6	16.6	4.3	-3.6
Cc1cc(C)c(S(=O)(=O)c2c(C)cccc2C)c(OCC(C)C)n1	29.1	-6.2	18.0	-1.9	-3.9	18.1	0.1	-2.4	16.1	5.2	23.9
CCCCn1nnc(NC(=O)CC23CC4CC(CC(C4)C2)C3)n1	-7.6	-1.9	10.7	-0.6	-2.1	-34.0	4.9	-10.8	0.4	3.8	2.8
CC1(CCc2ccccc2)NC(=O)N(CC(=O)N2CC(=O)Nc3ccccc32)C1=O (stereo not given)	19.4	-5.3	10.2	-2.8	0.5	-2.8	-2.1	4.5	0.9	-2.4	-4.5
NC(=O)c1cc(C(=O)Cc2ccccc2)c[nH]1	-2.0	2.3	5.6	-5.9	-3.4	-46.2	-5.6	10.7	2.9	-4.4	11.5
CCC(=O)NC(=S)Nc1ccc(NC(=O)c2ccco2)cc1	-24.0	1.2	-43.7	0.0	-1.8	-42.2	-0.2	-46.5	-15.0	-25.1	5.7
Cc1cc(C)c(C)c(S(=O)(=O)NNC(=O)c2cccc(S(=O)(=O)N3CCOCC3)c2)c1C	6.5	2.9	0.8	2.8	2.0	-32.9	1.6	-6.1	1.1	-3.5	-1.7
COC(=O)CCCN1C(=O)c2cccc3cccc(c23)C1=O	-7.0	0.5	-11.8	0.0	0.3	-9.0	-11.4	-41.4	-13.2	14.8	-18.6
Cn1c(C(C(=O)NCC2CCCO2)N(CCc2ccccc2)C(=O)Cn2nnc3ccccc32)nc2ccccc21 (stereo not given)	25.3	1.0	12.1	?	1.2	2.4	-3.4	2.5	6.3	-28.8	7.8
O=C1COc2ccc(C(=O)COC(=O)Cc3c(F)cccc3Cl)cc2N1	-33.2	-1.5	19.1	7.5	-2.1	3.0	0.3	14.4	22.1	-2.7	-10.1
Cc1ccccc1/C=C/C1=NCCN1	14.1	6.1	-30.0	-3.2	-12.2	-1.2	-4.3	4.3	13.7	0.5	31.1
COc1cc(C(=O)NCC(=O)N/N=C/c2ccccn2)cc(OC)c1OC	0.4	7.1	2.1	-0.3	-11.8	-10.0	-3.1	-5.8	-6.6	15.7	0.4
O=C(CSc1nnc(CNC(=O)c2ccccc2)o1)c1ccccc1	4.0	-1.5	4.3	0.0	-5.8	1.0	-5.8	11.9	-3.2	13.2	6.5
CC1(C)CC(=O)C(C=NCCc2ccc(S(N)(=O)=O)cc2)=C(O)C1	-7.3	1.7	10.5	-1.5	-9.6	8.7	-10.0	-17.3	-0.4	-21.4	-10.5
Cc1ccc(OCC(=O)N2CC(C)CC(C)C2)c([N+](=O)[O-])n1 (stereo not given)	-13.3	-4.7	0.9	-1.6	-3.4	-5.2	1.4	13.3	6.3	-5.8	-1.4
CCCCc1cc(=O)oc2cc(OCc3nn[nH]n3)c(Cl)cc12	-5.2	4.0	18.3	-2.3	-8.9	-7.1	2.6	13.1	-3.4	0.9	-3.7
O=C(C1=C[C@H](c2ccc(Br)cc2)C[C@H](OCCCCO)O1)N1CCN(Cc2ccccc2)CC1	-9.2	11.3	3.0	3.0	-0.8	-0.1	-6.4	-2.2	12.0	14.0	7.3

Some entries already given, showing only SRC1 inh, Exocytosis inh and TROY NFkB inh:
compound	SRC1 inh	Exocytosis inh	TROY NFkB inh
O=C(C1=C[C@H](c2ccc(Br)cc2)C[C@H](OCCCCO)O1)N1CCN(Cc2ccccc2)CC1	-0.1	3.0	-2.2
Cn1c(C(C(=O)NCC2CCCO2)N(CCc2ccccc2)C(=O)Cn2nnc3ccccc32)nc2ccccc21 (stereo not given)	2.4	?	2.5
CCCCc1cc(=O)oc2cc(OCc3nn[nH]n3)c(Cl)cc12	-7.1	-2.3	13.1

Fetched by structure from the list above, 2 records:
SMILES	SRC2 inh	ABHD5-PLIN5 inh	NCOA3 inh	Exocytosis inh	NOD2-RIPK2 inh	SRC1 inh	TLR9-MyD88 inh	TROY NFkB inh	NR2F2 inh	NR5A2 inv ag	TWEAK-Fn14 inh
Cc1ccc(NC(=O)CS(=O)CC(=O)N(C2CCCC2)C(C)C(=O)NC2CCCCC2)cc1 (stereo not given)	-13.1	1.7	4.1	-2.1	-8.9	-1.4	-3.9	-5.6	16.6	4.3	-3.6
CCCCc1cc(=O)oc2cc(OCc3nn[nH]n3)c(Cl)cc12	-5.2	4.0	18.3	-2.3	-8.9	-7.1	2.6	13.1	-3.4	0.9	-3.7

The list goes on.
SMILES	SRC2 inh	ABHD5-PLIN5 inh	NCOA3 inh	Exocytosis inh	NOD2-RIPK2 inh	SRC1 inh	TLR9-MyD88 inh	TROY NFkB inh	NR2F2 inh	NR5A2 inv ag	TWEAK-Fn14 inh
O=C(O)c1ccccc1-c1nc(-c2ccccc2)c(-c2ccccc2)[nH]1	-9.9	0.6	-3.8	8.0	-4.7	-9.6	-0.4	-12.7	-15.4	-2.6	-19.4
COc1cc(NC(=O)C2CC(=O)N(Cc3ccco3)C2)cc(OC)c1 (stereo not given)	4.0	-0.5	-19.0	-9.2	-6.8	17.9	6.9	-1.4	-33.8	-7.1	-1.4
CCOc1cc(/C=N/NC(=O)COc2ccc(C)cc2)ccc1OC(=O)c1cccs1	-10.0	1.1	19.6	-1.9	1.2	-26.2	-27.3	-9.6	-2.5	17.4	-8.2
CC(C)(C)OC(=O)C[C@@H]1C/C=C\C[C@H](CC(=O)NCCO)C(=O)NC[C@H](c2ccccc2)OC1=O	-7.4	5.2	7.8	16.5	-1.5	-3.6	4.8	-4.6	8.7	-0.8	-8.0
Cc1ccc(CS(=O)Cc2ccc(C(=O)N3CCN(c4cccc(C)c4C)CC3)o2)cc1 (stereo not given)	5.4	-4.0	10.6	-6.4	7.7	-16.3	3.0	57.0*	12.7	7.5	12.5
CCOc1ccc(CN2CCNC(=O)C2CC(=O)N(C)C2CCCCC2)cc1 (stereo not given)	18.9	5.3	17.0	-2.4	1.0	-6.8	2.1	-13.6	3.1	8.0	-14.8
CCOc1ccccc1C1CC(=O)Nc2cc(C)c(C)cc21 (stereo not given)	13.1	4.0	9.3	13.3	2.9	-10.2	-0.4	-19.2	9.1	2.8	-9.4
CCCN1CCN(CCCNC(=O)c2cc3c(=O)[nH]c4ccccc4c3s2)CC1	-24.6	-2.2	-5.1	3.3	-1.4	5.2	7.2	-12.4	-13.7	-0.3	-8.7
COc1cc2c(=O)n(CCCC(=O)NCC3CCCO3)c(=O)n(CC(=O)c3ccc(F)cc3)c2cc1OC (stereo not given)	-3.6	0.2	11.7	8.8	-6.7	-15.7	4.2	-27.1	-10.3	-28.7	-13.6
CC(C)CCn1cnc2c([nH]c3cccc(Cl)c32)c1=O	0.8	8.2	16.5	?	-3.6	9.8	-20.2	-25.0	2.9	8.4	-12.4
COc1ccc2c(c1)C(SCC(=O)NCCc1ccc(Cl)cc1)CC(C)(C)O2 (stereo not given)	-3.5	1.8	11.5	13.2	-11.8	13.6	-7.6	2.6	1.8	5.0	14.1
CNC(=O)c1ccc(CN(C)CC(=O)Nc2ccccc2C(=O)NC2CC2)cc1	-20.7	1.9	0.5	-3.0	3.8	3.7	-5.8	-3.3	-5.9	-17.3	-0.8
COCC(C)n1c(C)cc(C(=O)CSc2cc(C)c3ccccc3n2)c1C (stereo not given)	-3.3	-1.1	11.6	-1.3	-2.2	-21.6	-14.4	1.4	-1.6	-6.9	11.0
Cc1cc(C)n2nc(SCC(=O)N(C(C)C)C(C)C)nc2n1	-25.2	-1.0	-10.3	-0.8	-6.9	1.0	7.2	1.8	7.5	-1.2	4.6
Cc1cccn2c(=O)nc(SCC(=O)NCc3ccc(F)cc3)nc12	-17.8	-2.5	-27.1	-4.1	-10.2	-8.3	-5.0	12.5	-16.0	-18.1	-1.4
C/C(=N\NC(=O)c1cccnc1)c1cc2ccccc2o1	18.8	0.3	-5.0	-1.4	-4.5	-4.9	-11.3	11.1	17.1	-0.4	-2.1
CCO[C@@H]1OC(C(=O)NC2CC2)=C[C@H](C)[C@H]1CCCO	-4.5	-5.6	-7.4	1.0	-1.1	-5.5	-0.8	-7.3	5.1	18.0	7.1
CC(=O)N1CCc2ccc([N+](=O)[O-])cc21	-12.6	2.7	-0.8	5.3	-13.6	5.5	0.8	19.2	-9.0	4.2	-4.4
CC(NC(=O)c1csc2ccccc12)C1CCCO1 (stereo not given)	-33.2	-2.5	-18.2	-0.1	-3.8	-2.9	-9.6	-16.4	-13.1	-7.0	-13.6
COc1cc(CN(C)c2ccc(S(=O)(=O)N3CCCC3)cn2)ccc1OC(F)F	-24.2	-6.4	-14.1	-3.9	-5.7	-4.3	-3.3	14.2	-2.0	35.6	1.5
COC(=O)c1ccccc1NC(=O)c1cccc(NC(=O)C(C)C)c1	6.7	1.4	5.3	0.0	-4.3	2.8	-10.6	8.1	11.7	-7.2	5.4
O=C1C2CC(O)CN2C(=S)N1Cc1ccccc1 (stereo not given)	-17.9	-6.8	10.1	-2.7	-9.1	17.1	/	-14.4	16.2	11.2	-11.2
COc1ccc(-n2c(C(C)(C)C)csc2=Nc2c(C)n(C)n(-c3ccccc3)c2=O)cc1	1.1	-0.7	-1.0	-3.2	5.9	8.9	-9.1	-8.6	6.5	6.8	-12.8
CC(C)C(=O)N1CCCCCCN1C(=O)C(C)C	5.3	1.6	-7.4	8.2	6.3	-1.9	11.2	-0.9	-1.6	0.6	-7.1

Assay outcomes (PubChem)
